Yeast growth tox – yeast growth toxicity, wild-type and mutant, primary screen, cytotoxicity control for eIF2B function restoration project, wild-type and eIF2Bepsilon R284H mutant, A595; growth inhibition, % at 25 µM (by protocol); hit rate 0.3% among 30,000; AID 685, 2007; S. cerevisiae wild-type growth, A595 turbidity, 16 h;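 active means mutant and wild-type yeast strains alike exhibit over 30% growth inhibition; inconclusive means a strain exceeds 50% while the second remains under 30%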;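 further: 0% = untreated cell controls and 100% = YPD media blanks without cells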
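System – wild-type and eIF2Bepsilon-R284H mutant S. cerevisiae, screened separately · Measured by – absorbance at 595 nm (turbidity) · Timing – 16 h compound exposure during growth at 30 °C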
eIF2B yeast act – GCN4-lacZ reporter reduction in eIF2B-epsilon mutant yeast, primary screen, S. cerevisiae, eIF2B-epsilon R284H, Beta-Glo luminescence; inhibition, % at 25 µM (by protocol); hit rate 0.91% among 27,000;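 active means mutant luminescence inhibited past about 50% while wild type luminescence and mutant growth stay under set limits, limit read from the data; inconclusive means mutant versus wild type luminescence inhibition gap past a set limit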; further: some compounds called inactive have numbers as strong as hits
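Times: 16 h growth with compound at 30 °C, 90 min Beta-Glo step; Assay system: yeast eIF2B-epsilon R284H mutant carrying GCN4–beta-galactosidase fusion; Measure: % inhibition of reporter signal and growth versus controls; Dosing: one concentration, 25 µM, 0.25% DMSO; Buffer or medium: YPD yeast growth medium; Measured by: Beta-Glo luminescence plus absorbance at 595 nm.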
Yeast growth tox inhibition % – also measured in Yeast growth tox; calls as there; growth inhibition, %; S. cerevisiae eIF2Bepsilon-R284H mutant growth, A595 turbidity, 16 h;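 each compound tested once at 25 µM; 0% equals untreated cells and 100% equals cell-free medium blanks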
eIF2B yeast act mutant toxicity – second read-out of eIF2B yeast act, no call of its own (marks repeat the call); growth inhibition, %; measured here: mutant yeast growth, toxicity;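 each compound tested once at 25 µM; zero equals untreated control growth and 100 equals blank medium absorbance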
Active calls of the source: *; ? = inconclusive; nt = no result given; & = joins results of further samples. These rows are one share of the data, so the mix of outcomes need not match the whole.

SMILES	Yeast growth tox	Yeast growth tox inhibition %	eIF2B yeast act	eIF2B yeast act mutant toxicity
c1ccc2c(c1)[nH]c1nc(SCCN3CCOCC3)nnc12	0	0	29	nt
CS(=O)(=O)N(CC(=O)O)c1cc(Cl)cc(Cl)c1	1	0	17	nt
CCOC(=O)Nc1ccc2c(c1)N(C(=O)CCN1CCN(C)CC1)c1ccccc1S2	-15	-24	23	-24
CCOCCCNS(=O)(=O)c1ccccc1	9	6	24	6
CS(=O)(=O)N1CCN(C(=O)c2ccc(Br)s2)CC1	24	14	21	14
COc1ccc(OC)c(NC(=O)c2cc3sccc3n2C)c1	8	13	22	13
Cc1occc1-c1n[nH]c(=S)n1CC(C)C	-3	10	-32	10
O=C(CCS(=O)CCC(=O)NCc1ccccc1)NCc1ccccc1	-11	7	55*	nt
COCCn1c(C)cc(C(=O)COC(=O)c2c(C)nn(Cc3ccccc3)c2C)c1C	3	-5	-60	-5
COc1ccc(N2C(=O)C(Cl)=C(Nc3ccccc3O)C2=O)cc1	-1	-5	31	-5
O=C(c1ccc(Cl)s1)N1CCCC1	10	26	9	26
Cc1cccc(NC(=O)COc2ccccc2C)n1	nt	nt	-9	nt
c1ccc(Nc2nc(N3CCCC3)nc(N3CCCC3)n2)cc1	6	22	nt	nt
C[N+](C)(C)CCN(Cc1ccc(Cl)cc1)c1ccccn1	-24	-33	27	-33
COc1ccc(C)cc1S(=O)(=O)N1CCCC(C(=O)NCC2CCCO2)C1 (stereo unspecified)	-13	-3	-3	-3
Cc1cc(Cl)ccc1OCCCC(=O)N1CCN(C)CC1	3	-14	12	-14
CCOC(=O)C1=C(C)SC2=NS(=O)(=O)CCN21	11	-14	14	-14
OCC1(c2cc(C(F)(F)F)n[nH]2)CCCCC1	-12	15	40	15
CCc1ccc(NC(=O)N(CCN2CCOCC2)Cc2ccc3c(c2)CCCN3CC)cc1	-15	11	4	11
Cc1nnsc1-c1nc2ccccc2[nH]1	9	-5	25	-5
CCN(CC)S(=O)(=O)c1ccc(Nc2ccc(-c3ccc4c(c3)OCCO4)nn2)cc1	14	-19	-13	-19
O=C(O)Cc1ccc(C(=O)c2ccc(Cl)cc2)s1	13	10	20	10
NC(=O)CCn1nc(-c2ccc(Cl)cc2)c2ccccc2c1=O	-13	-4	-28	-4
CSc1n[nH]c(NCc2cccs2)n1	nt	nt	-22	nt
COc1cc(C(=O)OC(C)C(=O)Nc2ccc3c(c2)OCO3)ccc1OCc1c(C)noc1C (stereo unspecified)	-8	0	-21	nt
COCC(=O)Nc1ccc(Nc2ccccc2)cc1	31*	42*	-9	42
Cc1nnc(SC(C)C(=O)NCC2CCCO2)n1-c1ccccc1 (stereo unspecified)	5	21	43	21
N#Cc1cnn(-c2ccccc2)c1N	14	14	-62	14
Cc1ccccc1C(=O)Nc1cccc(N)c1	nt	nt	14	nt
CS(=O)(=O)Nc1ccc(C(=O)N2CCCCC2)cc1	22	3	3	3
CC(NC(=O)c1cccc(C(F)(F)F)c1)C1CCCO1 (stereo unspecified)	21	-4	16	-4
CC1(C)CC(=O)CC(=NCC(=O)O)C1	25	11	18	11
Cc1cc(Cl)c(S(=O)(=O)N2CCN(c3ccc(F)cc3)CC2)cc1OCC(=O)NC1CCCCC1	8	5	20	5
CCOc1ccccc1-n1c(SCC(=O)N(C(C)C)C(C)C)nnc1-c1cccnc1	11	22	20	22
O=C(Oc1cc(=O)oc2ccccc12)c1ccco1	-8	11	23	11
COc1ccc(Cc2nnc(NC(=O)C3CCCO3)s2)cc1OC (stereo unspecified)	12	-18	12	-18

7 compounds from above, reduced to Yeast growth tox and Yeast growth tox inhibition %.
smiles	Yeast growth tox	Yeast growth tox inhibition %
c1ccc2c(c1)[nH]c1nc(SCCN3CCOCC3)nnc12	0	0
CS(=O)(=O)N(CC(=O)O)c1cc(Cl)cc(Cl)c1	1	0
CCOC(=O)Nc1ccc2c(c1)N(C(=O)CCN1CCN(C)CC1)c1ccccc1S2	-15	-24
CCOCCCNS(=O)(=O)c1ccccc1	9	6
CS(=O)(=O)N1CCN(C(=O)c2ccc(Br)s2)CC1	24	14
COc1ccc(OC)c(NC(=O)c2cc3sccc3n2C)c1	8	13
Cc1occc1-c1n[nH]c(=S)n1CC(C)C	-3	10

Next part
SMILES	Yeast growth tox	Yeast growth tox inhibition %	eIF2B yeast act	eIF2B yeast act mutant toxicity
Cc1cc(=O)[nH]c(SCC(=O)O)c1C#N	13	-11	19	-11
O=C(O)C1Nc2c(O)cccc2C2C=CCC12 (stereo unspecified)	0	0	10	nt
CCn1nnnc1-c1ccc(OC)c(S(=O)(=O)N2CCCCC2)c1	-2	-18	23	-18
COc1ccc(Cl)cc1S(=O)(=O)N1CCN(C(=O)c2ccco2)CC1	?	nt	-27	23
COc1ccc(CCN2C(=O)C3C4CC(C5C(C(N)=O)=NOC45)C3C2=O)cc1OC (stereo unspecified)	21	3	20	3
CCCc1cn(S(=O)(=O)c2ccc(OC)cc2OC)nc1N	nt	nt	-2	nt
Cc1cc(C)n(-c2nc3c(c(=O)n(C)c(=O)n3C)n2CC(O)COc2ccccc2C)n1 (stereo unspecified)	4	12	27	12
Cc1cccc(Oc2cnn(C(C)(C)C)c(=O)c2Cl)c1	-19	-10	6	-10
COc1ccc2nc(NC(=O)c3cc(C)oc3C)sc2c1	-41	7	-10	7
CCCCNS(=O)(=O)c1ccc2nc(SCC(=O)c3ccccc3OC)[nH]c2c1	21	0	nt	nt
CN(C(=O)CSc1nnc(-c2ccco2)o1)C1CCCCC1	24	-7	-2	-7
N#CCCNC(=O)CCN1CCCCC1	17	16	23	16
CSc1ccc(NC(=O)N2CCN(c3nc4ccccc4s3)CC2)cc1	-40	-14	-30	-14
Cc1c(Cl)cccc1-n1c(SCC(=O)NCc2ccccc2Cl)nnc1-c1ccncc1	-5	-2	-15	-2
COc1ccc(OCCCC(=O)N2CCCc3ccccc32)cc1	0	2	21	2
O=C1C(c2ccc(F)cc2)N(Cc2ccc3c(c2)OCO3)C(=O)CN1C1CCCC1 (stereo unspecified)	4	-25	27	-25
O=C(c1cccc(C(F)(F)F)c1)N1CCCC1	-7	-32	11	-32
COc1cc(/C=C/C(C)=O)cc(OC)c1OC	11	13	nt	nt
COc1cc(S(=O)(=O)NCCN2CCOCC2)c(OC)cc1Cl	1	5	-4	5
Cc1cccc(-c2c3c(=O)n(C)c(=O)n(C)c3c3cccnn23)c1	2	-7	29	-7
CCc1cc2c(NC(C(=O)O)C(C)C)ncnc2s1 (stereo unspecified)	11	4	39	4
COc1cc(-c2nc(-c3ccccc3)c(-c3cc([N+](=O)[O-])ccc3C)[nH]2)cc(OC)c1OC	-15	-33	27	-33
O=C(CSc1nnc(-c2cccnc2)n1-c1ccccc1)N1CCN(c2ccc(F)cc2)CC1	8	23	21	23
CCn1cc(C(=O)OCc2cccc(Br)c2)c(=O)c2ccc(C)nc21	-13	-24	20	-24
CN(C)c1nc(N(C)C)nc(N(C#N)CCOc2ccccc2)n1	nt	nt	50*	nt
CN(C)S(=O)(=O)N(CC(=O)Nc1ccccc1C(F)(F)F)c1ccccc1	nt	nt	23	nt
CC(=O)N1CCN(c2ccc(NC(=O)c3ccc(C)cc3)cc2)CC1	5	0	-22	nt
N=c1n(CCO)c2ccccc2n1CCOc1ccccc1	-14	-5	18	-5
O=C(c1cc2n(n1)C(C(F)(F)F)CC(c1ccco1)N2)N1CCN(c2ccccn2)CC1 (stereo unspecified)	8	-9	24	-9
COc1ccccc1N1CCN(C(=O)CSc2nc3ccccc3[nH]2)CC1	8	11	nt	nt
O=C(Nc1ccccc1)c1cc(N2CCOCC2)nc2ccccc12	6	3	14	3
CC(C)c1ccc(NC(=O)c2csnn2)cc1	24	17	26	17
CCOC(=O)C(CC)Sc1ncnc2c1nnn2-c1ccc(F)cc1 (stereo unspecified)	4	-5	23	-5
O=C(Nc1ccc2nc(-c3ccccn3)[nH]c2c1)C1CCCCC1	-12	5	3	5
Cc1nc(C)c(C(=O)C2=C(O)C(=O)N(CCN3CCOCC3)C2c2cccs2)s1 (stereo unspecified)	nt	nt	-11	nt
COc1ccccc1NC(=O)c1cn(C)c(=O)c2cc(OC)c(OC)cc12	15	-14	-20	-14
CC(C)NC(=O)c1cc(=O)n(C)c(=O)n1C	nt	nt	9	nt
C/C(=N\NC(=S)Nc1ccc(F)cc1)C1CC1	-5	5	19	5
CC(C)(C)NC(=O)CCN1CCOCC1	15	23	14	23
O=c1[nH]c(CN2CCc3ccccc32)nc2scc(-c3cccs3)c12	4	-5	14	-5
CCN(CC)CCCNC(=O)Cc1c(C(=O)O)n(C)c2ccccc12	1	10	-3	10
CC(C)(C)c1ccc(S(=O)(=O)NCc2ccc(C(=O)N3CCOCC3)cc2)cc1	14	-2	11	-2
COc1cccc(NC(=O)NC2CCN(Cc3nnnn3Cc3ccc(F)cc3)CC2)c1	44	7	3	7
C=CCNc1cc(C)oc(=O)c1C(=O)CCC	17	12	22	12
CCN(CC)C(=O)CSc1nc2ccccc2n1CC(=O)N1CCN(c2ccccc2OC)CC1	18	7	nt	nt
O=C(Cn1c(CO)nc2ccccc21)Nc1cc(C(F)(F)F)ccc1N1CCOCC1	14	21	18	21
CN1c2ccsc2/C(=N/NC(=O)c2c(F)cccc2F)CS1(=O)=O	30	16	7	16
COc1ccc(S(=O)(=O)NCCC(C)C)cc1C	20	8	-15	8

Whole records, looked up by structure.
Profile of `COc1cccc(NC(=O)NC2CCN(Cc3nnnn3Cc3ccc(F)cc3)CC2)c1` → Yeast growth tox = 44; Yeast growth tox inhibition % = 7; eIF2B yeast act = 3; eIF2B yeast act mutant toxicity = 7
Profile of `CC(C)NC(=O)c1cc(=O)n(C)c(=O)n1C` → Yeast growth tox = nt; Yeast growth tox inhibition % = nt; eIF2B yeast act = 9; eIF2B yeast act mutant toxicity = nt

Additional entries.
SMILES	Yeast growth tox	Yeast growth tox inhibition %	eIF2B yeast act	eIF2B yeast act mutant toxicity
Nc1c(C(=O)NCCc2ccccc2)nnn1Cc1ccccc1	-2	-24	30	-24
COc1ccc2cc3cc(C(=O)NC(C)C)oc3nc2c1	0	8	nt	nt
COc1cc(=O)[nH]c(=O)n1C(=O)Cc1ccccc1	2	-14	27	-14
CC(C)C(NS(=O)(=O)c1cccs1)C(=O)N1CCc2ccccc2C1 (stereo unspecified)	-2	-23	18	-23
CCOC(=O)C1=NN(c2ccccc2)C(c2ccccc2)CC1=O (stereo unspecified)	nt	nt	33	nt
O=C(NC1CCCC1)c1ccc2nc(-c3ccco3)c(-c3ccco3)nc2c1	-15	20	-33	20
CCCS(=O)(=O)N1CCc2cc(OC)c(OC)cc2C1	-10	8	6	8
Cc1cc(C)n2nc3ccccc3c2n1	34	19	-31	19
Cc1ccc(N=c2c([N+](=O)[O-])nn(-c3ccccc3)n2O)c(C)c1	2	12	nt	nt
CN1CCN(c2nc(N3CCN(c4ccccc4)CC3)ncc2F)CC1	19	0	16	nt
COc1cccc(C2C(C(=O)c3sc(C)nc3C)=C(O)C(=O)N2CCN2CCOCC2)c1OC (stereo unspecified)	12	0	25	nt
CCNC(=O)CN(Cc1ccccc1)S(=O)(=O)c1ccccc1	4	4	2	4
COC(=O)CN(c1cccc(OC)c1)S(C)(=O)=O	21	17	16	17
CCC(C)NC(=O)C1CCCN(c2nc(C)cc(OC)n2)C1 (stereo unspecified)	1	-3	nt	nt
COc1ccc(N2CCCn3c2nc2c3c(=O)n(Cc3ccc(F)cc3)c(=O)n2C)c(OC)c1	8	21	16	21
Cc1cc(=O)n2[nH]c(COc3ccccc3)nc2n1	nt	nt	-16	nt
O=C(O)CC(=O)NC12CC3CC(CC(C3)C1)C2	-2&16	4&19	nt	nt
CCOc1ccc(NC2=NCC(=O)N2CCc2ccccc2)cc1	3	-12	nt	nt
Cc1ccc(CNC(=O)C(C)OC(=O)c2ccco2)cc1 (stereo unspecified)	8	15	20	15
CCCc1cc(=O)oc2cc(C)cc(OCC(=O)O)c12	8	24	16	24
O=C(CSc1ncccc1-c1nc2ccccc2[nH]1)NCc1ccco1	11	-4	1	-4
CCCCN(CCCC)C(=O)c1nsnc1-c1ccccc1O	-7	12	17	12
CN1CCC(OC(=O)c2cccc(Br)c2)CC1	6	18	nt	nt
CN(C)c1ccc(P(=O)(OCc2ccccc2)C(O)c2ccncc2)cc1 (stereo unspecified)	11	-3	6	-3

3 records picked at random from the list so far:
SMILES	Yeast growth tox	Yeast growth tox inhibition %	eIF2B yeast act	eIF2B yeast act mutant toxicity
CCC(C)NC(=O)C1CCCN(c2nc(C)cc(OC)n2)C1 (stereo unspecified)	1	-3	nt	nt
CN1CCC(OC(=O)c2cccc(Br)c2)CC1	6	18	nt	nt
Cc1ccc(CNC(=O)C(C)OC(=O)c2ccco2)cc1 (stereo unspecified)	8	15	20	15
